PAD4 inh: inhibitors of human PAD4; 330,000 tested, 0.41% active; recombinant PAD4, RCA probe fluorescence polarization; inhibition, % at 6.36 µM;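 active = percent inhibition above a cutoff equal to the mean of all tested compounds plus 3 SD, cut at about 15% in these data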;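 also: 0% = PAD4 with RCA probe and DMSO and 100% = probe without PAD4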
LYPLA1 counter: counter-screen for PME1 inhibitors: inhibitors of human LYPLA1; O75608; recombinant LYPLA1, FP-Rh probe fluorescence polarization; inhibition, % at 5.9 µM; 320,000 tested, 0.16% active; AID 2174;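 active = inhibition above the mean of all tested compounds plus 3 SD, set per campaign, cut at about 14% in these data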;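 also: inhibitors block serine hydrolase probe labeling of LYPLA1 so polarization falls; 0% = enzyme with DMSO and 100% = wells lacking LYPLA1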
PREPL inh: inhibitors of human prolyl oligopeptidase-like enzyme PREPL. recombinant PREPL, fluorescence polarization activity-based probe. inhibition, % at 5.96 µM. 320,000 tested, 0.68% active. AID 2751; in the data active = inhibition above about 43%;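 also: 0% = enzyme with DMSO and 100% = wells lacking enzyme; many of its hits are not listed in these tables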
LYPLA2 counter: blocks human lysophospholipase 2, a PME1 counter-screen; O95372; recombinant LYPLA2, FP-Rh probe fluorescence polarization; inhibition, % at 5.9 µM; 320,000 tested, 0.38% active; AID 2177;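 active = inhibition above the screen-wide mean plus 3 SD, limit set per campaign, cut at about 26% in these data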;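 also: 0% = LYPLA2 with DMSO and 100% = wells lacking LYPLA2 enzyme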
PAFAH1B3 inh: blocks human PAF acetylhydrolase 1B catalytic subunit 3. Q15102. recombinant PAFAH1B3, FP-rhodamine probe, fluorescence polarization. inhibition, % at 3.39 µM. 340,000 tested, 0.28% active. AID 492972;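 active = inhibition above the screen-wide average of all tested compounds plus 3 SD, cut at about 25% in these data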;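 also: 0% = enzyme with DMSO only and 100% = wells lacking PAFAH1B3 protein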
Target sequence (Q15102 whole entry, looked up): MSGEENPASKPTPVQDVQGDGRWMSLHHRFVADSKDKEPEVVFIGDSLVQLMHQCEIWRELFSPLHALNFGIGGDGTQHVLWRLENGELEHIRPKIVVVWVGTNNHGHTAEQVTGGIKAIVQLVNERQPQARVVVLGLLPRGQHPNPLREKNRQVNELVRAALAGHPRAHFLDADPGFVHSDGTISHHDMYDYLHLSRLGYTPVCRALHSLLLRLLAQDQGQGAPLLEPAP
pPAFAH inh: pPAFAH (human) enzyme inhibition; 330,000 tested, 1.5% active; recombinant pPAFAH, FP-rhodamine probe fluorescence polarization; inhibition, % at 3.39 µM;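 active = inhibition above the mean inhibition across the screen plus 3 SD, cut at about 25% in these data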;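 also: inhibitors block binding of the rhodamine activity-based probe so polarization drops; 0% = enzyme with DMSO and 100% = wells lacking pPAFAH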
PAFAH2 FP inh: PAFAH2 (human) inhibition. Q99487. inhibition, % at 3.39 µM. AID 492956. 340,000 tested, 0.99% active. recombinant PAFAH2, FP-rhodamine activity probe, fluorescence polarization;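 active = inhibition above the mean over all tested compounds plus 3 SD, cut at about 30% in these data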;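 also: inhibitors block probe labeling of enzyme so polarization drops; 0% = enzyme with DMSO and 100% = wells lacking PAFAH2 protein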
PAFAH1B2 inh: inhibitors of human PAFAH1B2; P68402; inhibition, % at 3.39 µM; recombinant PAFAH1B2, FP-rhodamine activity probe, fluorescence polarization; 340,000 tested, 1.2% active;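 active = inhibition above the mean of all tested compounds plus 3 SD, cut at about 24% in these data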;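 also: 0% = enzyme with DMSO and 100% = wells lacking PAFAH1B2; many of its hits are not listed in these tables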
Target sequence (P68402 whole entry, looked up): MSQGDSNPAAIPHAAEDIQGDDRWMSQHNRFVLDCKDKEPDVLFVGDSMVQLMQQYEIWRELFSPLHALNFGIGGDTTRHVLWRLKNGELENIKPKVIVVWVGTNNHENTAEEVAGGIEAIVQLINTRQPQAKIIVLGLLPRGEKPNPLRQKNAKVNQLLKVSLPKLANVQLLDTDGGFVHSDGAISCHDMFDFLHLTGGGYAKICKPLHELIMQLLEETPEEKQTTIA
GSTO1 counter: counter-screen for RBBP9 inhibitors: inhibitors of human GSTO1 | P78417 | recombinant GSTO1, activity-based probe fluorescence polarization | inhibition, % at 5.96 µM | 300,000 tested, 1.1% active;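 active = inhibition above the campaign mean inhibition plus 3 SD, cut at about 35% in these data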;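 also: 0% = GSTO1-1 with DMSO and 100% = wells lacking GSTO1-1 enzyme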
Target sequence (P78417 whole entry, looked up): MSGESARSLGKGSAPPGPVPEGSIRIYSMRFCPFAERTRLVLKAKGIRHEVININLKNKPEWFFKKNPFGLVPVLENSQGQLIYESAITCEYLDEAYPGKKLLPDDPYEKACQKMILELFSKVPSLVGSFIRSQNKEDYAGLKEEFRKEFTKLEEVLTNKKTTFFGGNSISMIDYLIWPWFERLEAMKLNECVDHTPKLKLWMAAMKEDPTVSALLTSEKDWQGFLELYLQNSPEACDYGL
* = called active by the depositor; . = not tested or not shown.

SMILES	PAD4 inh	LYPLA1 counter	PREPL inh	LYPLA2 counter	PAFAH1B3 inh	pPAFAH inh	PAFAH2 FP inh	PAFAH1B2 inh	GSTO1 counter
O=C(CSc1nc2ccccc2c(=O)n1-c1ccc(F)cc1F)Nc1ccc(N2CCOCC2)cc1	-0.4	-5.6	-0.8	1.2	0.0	13.3	0.8	3.0	4.8
CCOC(=O)c1c(NC(=O)C2=COCCO2)sc2c1CCN(C(=O)OC)C2	-1.6	-0.3	4.9	5.4	-0.7	1.8	-1.7	6.5	14.0
O=C1c2oc3ccc(Cl)cc3c(=O)c2C(c2ccco2)N1CCN1CCOCC1 (centres undefined)	-4.3	0.0	-5.4	6.3	11.4	1.2	9.4	1.2	0.3
CN(CC(=O)Nc1ccccc1C(F)(F)F)C(=O)C1=COCCO1	2.5	-3.0	-1.7	-5.0	1.2	1.9	6.2	-1.4	12.6
COc1cc(SC)ccc1C(=O)OCC(=O)N1CCCC1	-2.0	4.2	-3.7	0.6	-1.9	4.4	3.2	1.7	-5.5
O=C(NC1CC1)C1CCN(C2CCN(C(=O)Cc3ccc(F)cc3)CC2)CC1	-1.3	0.3	0.4	6.1	4.4	1.4	-6.3	1.9	2.8
Brc1cc2c(cc1-c1nc3ccccc3s1)OCO2	1.8	-5.4	7.4	18.9	5.8	1.8	0.4	3.5	-6.9
O=C(COC(=O)CCc1nc2ccccc2c(=O)[nH]1)NC1CCS(=O)(=O)C1 (centres undefined)	-3.1	1.0	-1.5	0.1	2.9	4.5	1.3	1.6	-6.7
O=C(c1ccc(Cl)c(S(=O)(=O)N2CCCC2)c1)N1CCN(c2ncccn2)CC1	-0.2	-1.2	4.0	-5.4	6.3	0.7	8.4	5.7	5.2
Cc1cccc(NC(=O)NCCN2CCN(c3ccccc3)CC2)c1C	-5.8	0.9	4.2	-2.7	1.0	3.8	-2.3	1.4	9.9
CCn1cc(C(=S)N2CCC(C(N)=O)CC2)c2ccccc21	-4.9	0.3	5.4	1.5	-3.4	4.4	3.6	3.6	8.4
C1CCN(c2nc3nonc3nc2N2CCCCC2)CC1	-0.7	4.6	3.1	8.0	-5.8	8.0	-2.3	6.6	11.0
CCn1c(=NC(=O)C2COc3ccccc3O2)sc2c(OC)ccc(OC)c21 (centres undefined)	-1.6	0.7	9.6	0.1	-2.4	1.4	-1.8	-1.0	18.4
CCN=C1SC(C(N)=O)CC(=O)N1CC (centres undefined)	0.8	-4.4	10.6	2.9	9.8	-3.4	-8.0	4.7	1.5
CC(C)(O)C#Cc1ccc(CN2CCN(C3CCCCC3)C(CCO)C2)s1 (centres undefined)	3.8	-2.2	0.8	-0.7	3.9	1.2	-3.0	-4.3	-0.6
O=S1(=O)C=CC(c2ccccc2)C1 (centres undefined)	2.7	-1.0	7.2	-5.5	-2.7	-7.8	-5.8	-0.9	0.6
CCN1C(=O)N[C@@H](c2ccccc2)[C@@H](C(=O)OC)[C@H]1C	-3.6	-0.1	-11.7	1.1	7.4	-3.7	2.6	7.5	-2.2
O=C(c1cccs1)N1CCN=C1SCc1cccc(F)c1	-4.0	0.8	-8.5	10.8	-5.9	-0.1	-5.3	3.8	-3.3
O=C(CSCSCC(=O)NCC1CCCO1)NCC1CCCO1 (centres undefined)	-0.7	0.1	1.7	5.0	6.8	-0.2	-2.3	1.5	0.0
Cc1ccc2c(c1)C(=O)C(=O)N2c1ccc(C(F)(F)F)cc1	-5.1	.	4.6	.	0.4	7.0	5.4	3.7	.
CCc1cccc(C)c1NC(=O)CCCN1C(=O)NC(C)(C)C1=O	1.0	-1.4	12.9	4.0	-5.9	2.0	1.9	4.7	.
O=S(=O)(N1CCCCCC1)N1CCN(S(=O)(=O)N2CCCCC2)CC1	3.2	3.3	9.6	6.5	5.9	1.0	2.8	5.8	5.3
Cc1cccc2sc(NNC(=O)c3cc(=O)c4ccccc4o3)nc12	3.5	-2.2	6.0	-0.2	12.0	26.7*	8.1	5.5	17.4
Cc1ccc(N2CC(C(=O)NCc3nnnn3-c3ccc(C)c(C)c3)CC2=O)cc1 (centres undefined)	-4.0	-4.5	-45.8	1.4	0.8	3.3	-10.2	6.8	1.5
Cc1ccc(S(=O)(=O)Nc2c(C)n(C)n(-c3ccccc3)c2=O)cc1C(=O)NCc1ccccc1	1.6	-2.2	7.5	-8.7	5.7	-0.2	-1.6	3.7	.
O=C(CSc1ncnc2ccccc12)N1CCNC1=O	1.6	.	21.3	.	4.8	4.5	-4.1	-5.9	.
CC1CCCC(NC(=O)CSc2ncnc3ccccc23)C1C (centres undefined)	1.2	.	0.2	.	1.0	4.3	-0.6	11.9	.
COc1ccc(OCc2nnc(SCC(=O)Nc3cccc(C(C)=O)c3)o2)cc1	-3.1	-1.1	1.2	3.5	9.3	2.8	1.0	10.2	.
O=[N+]([O-])c1ccc(N2CCCC2)nc1	4.1	-0.7	14.7	9.8	.	-3.1	.	.	3.4
CC1CC(=O)C(C2c3ccccc3CCN2C(=O)CCl)C(=O)C1 (centres undefined)	-7.9	-2.4	0.2	-3.1	-10.2	1.2	-0.5	3.4	5.2
O=C1[C@H]2[C@@H](/C=C/c3ccccc3)N3C(=O)CN(CC4CC4)C(=O)[C@@]3(Cc3ccccc3)[C@H]2C(=O)N1c1ccccc1	-5.9	0.4	-6.5	5.7	13.6	1.3	-5.2	-0.5	2.4
CC1(O)N(CCC(=O)Nc2cccc(F)c2)C(=O)OC12CCCCC2 (centres undefined)	-1.7	-1.5	-0.2	1.7	3.8	-2.8	-0.4	2.2	8.2
c1ccc(-n2cnc3ccccc32)nc1	-3.9	0.0	-12.0	-1.0	0.5	0.1	-3.4	1.5	-3.0
C=CCSc1nnc(-c2cc3c(s2)-c2ccccc2CC3)o1	-2.8	-2.3	-3.0	-11.1	-2.8	-0.2	-7.5	-6.5	1.6
O=C(c1cc(C2CC2)nn1-c1ccccc1)N1CCN(S(=O)(=O)c2cccc(F)c2)CC1	-0.7	4.3	-2.4	6.6	0.8	2.4	-5.9	-2.2	.
COC(=O)Cn1c(=NC(=O)CSC(C)=O)sc2ccccc21	11.5	-3.2	-1.9	2.1	1.8	-0.8	11.2	3.1	0.4
Cc1cc(=O)oc(C)c1C(=O)NCc1cccnc1	3.3	-2.3	1.3	0.3	6.8	1.0	-1.3	0.5	4.1
CCOc1ccc(S(=O)(=O)N2CCC(C(=O)OC(C)C(=O)N(C)C3CCCCC3)CC2)cc1 (centres undefined)	0.7	-0.8	3.2	5.8	-1.8	5.2	7.6	0.9	6.0
CN(C)CCOC(=O)CCCCCCCCC(=O)OCCN(C)C	1.9	-1.2	-3.9	4.2	2.5	0.9	1.9	3.0	4.6
O=C(Nc1ccc(F)cc1F)c1cc(-c2ccco2)nc2ccccc12	-10.8	-7.0	0.3	-8.9	1.6	12.6	2.7	3.0	-16.2
CC(=O)N(C)c1ccc(NS(=O)(=O)c2cc(Cl)ccc2Cl)cc1	-3.2	0.6	9.2	-0.7	0.7	4.3	8.9	5.5	0.4
C/C(N)=C(/C#N)C(=O)CSc1nnnn1-c1ccccc1	3.5	-2.0	6.6	-4.1	6.1	12.6	12.1	3.3	1.0
CCN1CCCC1CNC(=O)CN(C)S(=O)(=O)c1ccc(Cl)cc1 (centres undefined)	-1.3	1.1	-2.0	-4.8	2.5	9.1	7.9	1.4	0.8
CCOC(=O)C1CCCN(C(=O)Cn2ncc3c([nH]c4ccc(C)cc43)c2=O)C1 (centres undefined)	0.1	2.0	-5.3	2.0	1.2	-0.1	2.7	3.5	-8.6
COc1cccc(NC(=O)COC(=O)Cn2c(C)csc2=O)c1	1.8	-0.4	-0.6	3.6	5.3	2.9	-2.1	0.5	.
NC(=S)N/N=C/c1coc2ccc(Br)cc2c1=O	2.1	-9.6	10.5	-9.5	-1.9	2.0	-0.6	1.2	4.0
COc1ccc(-c2nc(C)ncc2-c2ccccc2)c(O)c1	-4.5	-6.5	13.3	-7.0	-1.9	-2.3	3.9	3.8	0.3
CCCCn1c(CN2C(=O)c3ccccc3C2=O)nc2ccccc2c1=O	-0.3	1.8	0.7	0.8	8.7	4.1	-0.2	-4.3	0.4
CCC(CO)Oc1cc(NCc2ccc(C)cc2)c2ncn(C(C)C)c2c1 (centres undefined)	-8.9	.	39.5	.	6.1	0.4	4.4	12.6	.
O=C(OCC(=O)N1CCCC1=O)C1COc2ccccc2O1 (centres undefined)	2.6	-2.6	7.9	-2.2	1.6	0.5	-3.7	6.3	2.5
Cc1cc(S(=O)(=O)NCc2cccnc2)ccc1-n1cnnn1	2.4	-3.7	4.3	1.2	9.7	-0.2	8.2	2.5	-1.3
CCC(C)NCCOc1cccc(Br)c1 (centres undefined)	3.3	-4.8	-14.1	-2.3	-9.7	-0.5	3.8	-4.4	-0.2
O=C(O)c1cc2nccc(-c3ccco3)n2n1	2.2	-0.3	-3.9	2.2	15.4	-0.7	-6.3	2.6	0.5

Screening data as filed in PubChem.

Not all compounds are listed; the hit share may differ from the screen's.
